APE1 inh – blocks human APE1 abasic DNA cleavage; P27695; recombinant APE1, TAMRA/BHQ-2 abasic DNA cleavage fluorescence; AID 2517; Potency, µM (titrated, usually from 65.8 µM), inactives show at the highest dose activity change, negative = inhibition, most hits filed as inhibitors; 350,000 tested, 0.35% active;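 also: plate controls were vehicle for no effect and reference inhibitor for full effect; nearly all actives have a fitted effect of over 55% in size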
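Enzyme (0.75 nM final) and test compound are incubated 15 min at room temperature before adding 50 nM quenched THF abasic-site duplex. Cleavage dequenches TAMRA, followed at 525/598 nm over three reads one minute apart.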
Pol kappa inh – DNA polymerase kappa (human) inhibition; Q9UBT6; purified Pol kappa, fluorescent DNA synthesis assay, 10 min; Potency, µM (titrated, usually from 107 µM), inactives show at the highest dose activity, negative = inhibition, usual class: inhibitors; 400,000 tested, 0.53% active; AID 588579; also: % is scaled to controls: 0 for no effect and ±100 for the full control effect
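10 nM Pol kappa preincubated 15 min at room temperature with compounds, then reaction started with substrate at 50 nM final. Fluorescence read kinetically at 0 and 10 min; buffer-only wells served as negative control.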
Pol eta inh – DNA polymerase eta (human) inhibition | Potency, µM (series often up to 114 µM), for inactives: at the highest dose activity change, negative = inhibition, most hits filed as inhibitors | Q9Y253 | 390,000 tested, 1.2% active | recombinant Pol eta, fluorescent DNA replication assay; also: % is scaled to controls: 0 for no effect and ±100 for the full control effect
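Fluorescent replication assay: 50 nM final substrate added after a 15 min room-temperature compound preincubation with 10 nM enzyme. Signal taken at 0 min and again at 10 min.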
Pol iota inh – DNA polymerase iota (human) inhibition; 390,000 tested, 1% active; Q9UNA4; Potency, µM (highest dose often 115 µM), for inactives: at the top dose activity, negative = inhibition, hits mostly inhibitors; Pol iota fluorescent replication assay, 10 min; AID 588590
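Fluorescent replication assay read twice, at 0 min and 10 min after adding 50 nM (final) substrate. Enzyme (10 nM) and compounds were first incubated 15 min at room temperature; enzyme-free buffer wells were negative controls.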
Apoferritin bind – binds horse apoferritin like a general anesthetic | Potency, µM (doses to about 77.5 µM), inactives show at the highest dose activity change, negative = displacement, usual class: inhibitors | apoferritin/1-aminoanthracene competitive binding, fluorescence | AID 485281 | 350,000 tested, 0.074% active; also: % is scaled to controls: 0 for no effect and ±100 for the full control effect; nearly all actives have a fitted effect of over 20% in size
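Horse-spleen apoferritin (10 uM) in 50% saturated 1-aminoanthracene in PBS was incubated 10 min at room temperature with compound. Fluorescence (ex 380, em 535 nm) was normalized to free and bound 1-AMA, with concentration-response fitted by a four-parameter Hill equation.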
G9a block – G9a (human) methyltransferase inhibition; Q96KQ7; G9a H3K9 monomethylation, AlphaScreen, 2 h; Potency, µM (titrated, usually from 102 µM), for the others: at the highest dose activity, negative = inhibition, hits mostly inhibitors; 350,000 tested, 8.8% active; AID 504332; also: % is scaled to controls: 0 for no effect and ±100 for the full control effect; nearly all actives have a fitted effect of over 75% in size
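Readings reflect AlphaScreen signal from monomethyl-H3K9 antibody detection. HMT at 20 nM; substrate b-H3K9 500 nM; cofactor SAM 20 uM; 2 h RT reaction; compounds tested as titrations in qHTS with 15 min preincubation.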
POLB inh – inhibitors of human DNA polymerase beta. Pol beta primer extension/strand displacement, fluorescence kinetic. AID 485314. 340,000 tested, 1.3% active. Potency, µM (titrated, usually from 114 µM), inactives show top-dose activity change, negative = inhibition, usual class: inhibitors. P06746; also: % is scaled to controls: 0 for no effect and ±100 for the full control effect
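Preincubation: enzyme (10 nM) with compound, 15 min, RT. Reaction: substrate added to 50 nM final. Reads: 0 and 10 min. Analysis: normalized, Hill fit.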
BAZ2B block – blocks human BAZ2B; Q9UIF8; 360,000 tested, 4.4% active; Potency, µM (doses to about 114 µM), without a hit: at the top dose activity change, negative = inhibition, actives largely listed as inhibitors; AID 504333; AlphaScreen BAZ2B-H3K14Ac peptide displacement; also: % is scaled to controls: 0 for no effect and ±100 for the full control effect; nearly all actives have a fitted effect of over 60% in size
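Compounds, titrated to a top concentration of 110 uM, were incubated 30 min at room temperature with preformed BAZ2B/acetyl-K14 H3 peptide complex (50 nM each). Proximity signal was measured by AlphaScreen after 20 min with beads.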
BLM inh – blocks DNA unwinding by human BLM helicase | recombinant BLM DNA unwinding, fluorescence dequenching | Potency, µM (doses to about 56.1 µM), without a hit: at the top dose activity change, negative = inhibition, most hits filed as inhibitors | 350,000 tested, 0.2% active;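 also: plate controls were vehicle for no effect and no enzyme for full effect; nearly all actives have a fitted effect of over 35% in size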
* hit, by the source's call; ? = inconclusive; . = no result given; & = joins results of further samples; [ ] = another dose, or the depositor's remark. Calls follow the shape of the dose curve; as a rule, active = well fitted curve in the direction sought with a large enough effect; inconclusive = small, poorly fitted or top-dose-only effect, or another doubt; inactive = no such curve, though single readings can be large; an effect the other way counts as inactive or inconclusive. Potency is read from the fitted curve at half-maximal effect. An excerpt. The share of hits here may be higher or lower than overall.

compound,Pol iota inh,Apoferritin bind,Pol eta inh,APE1 inh,G9a block,Pol kappa inh,BAZ2B block,BLM inh,POLB inh
COc1ccc(C(=O)Oc2c(CN3CCOCC3)cc(Cl)c3cccnc23)cc1,-9%,?,-12%,1%,?,-7%,50µM*,-6%,?
CC(=O)c1ccc(Cc2ccccc2)cc1,36%,?,-20%,-8%,50%,2%,123%[activator],-3%,21%
C[C@H](CO)N1C[C@H](C)[C@@H](CN(C)C(=O)Nc2ccc3c(c2)OCO3)Oc2ccc(NC(=O)CCN3CCOCC3)cc2C1=O,-11%,.,2%,16%,.,0%,.,.,.
Cc1ccc(C(=O)N2CCn3c(C)ccc3C2C)cc1 (stereo unspecified),51%[activator],-18%,-8%,-3%,?,-15%,?,-9%,7%
CC1CCCC(NC(=O)c2ccncc2)C1C (stereo unspecified),4%,-1%,8%,15%,-8%,-1%,7%,-2%,0%
O=C(NNS(=O)(=O)c1ccccc1[N+](=O)[O-])c1cccc([N+](=O)[O-])c1,12%,1%,-12%,-5%,-21%,-10%,-6%,3%,-8%
O=[N+]([O-])c1cc(S(=O)(=O)N2CCOCC2)ccc1OCc1cccc(Cl)c1,2%,.,-18%,-11%,-8%[12.7 µM],-2%,-6%,.,.
CCO[C@@H]1OC(C(=O)N2CCN(C)CC2)=C[C@H](C(C)(C)C)[C@H]1CCCO,-9%,0%,-10%,0%,-13%[59 µM],-17%,3%,-1%,23%
COc1ccc(C2=CC(=O)C=CC2=O)cc1,.,?,.,-4%,1.3µM*,.,10µM*,-10%,12%
CN1CCc2c(sc3c2c(=O)n(-c2ccc(Cl)cc2)c2nncn32)C1,22%,?,-2%,-1%,?,-9%,-10%,3%,22%
CC(C)C[C@H]1CN=C(Nc2ccccc2)N1CC1CCCC1,6%,-20%,-12%,21%,21%,-14%,0%,4%,25%
COc1ccc(-c2nc3cnc(N4CCOCC4)nc3n(-c3ccc(OC)cc3)c2=O)cc1,.,.,.,14µM*,3%[0.501 µM],-8%[60.1 µM],.,-16%,.
CCOC(=O)NC(C(F)(F)F)(C(F)(F)F)P(=O)(c1ccccc1)c1ccccc1,-9%,0%,-12%,0%,?,-3%,?,-1%,2%
COc1ccc2nc(NC(=O)CSc3nc4cccnc4n3C)sc2c1,-15%,-8%,-5%,-1%,6%[12.7 µM],-12%,-5%,4%,-4%
CCCCN(CCCC)S(=O)(=O)c1ccc(C(=O)Nc2nnc(CSC)o2)cc1,21%,-5%,-4%,14%,9%,-11%,2%,-8%,9%
Cc1ccc(-n2ncc3c(=O)[nH]c(SC(C)C)nc32)cc1,12%,-3%,-15%,3%,22%,10%,-5%,3%,-7%
COc1ccc(CC(=O)NNC(=O)c2c(-c3ccccc3Cl)noc2C)cc1OC,146%[activator],0%,-13%,-1%,.,-5%,-4%,1%,38%
Cc1cc(C)n(C(=O)CNC(=O)c2cccc(F)c2)n1,20%,1%,3%,14%,21%,-10%,6%,0%,106%
Cc1cccc2nc(C(F)(F)F)nc(=O)n12,15%,-7%,-11%,0%,.,-4%,-21%,-2%,?
COC(=O)C1(Cc2ccccc2)NC(c2ccc(F)cc2)C2C(=O)N(C)C(=O)C21 (stereo unspecified),5%,-1%,-16%,0%,2%[59 µM],-5%,3%,-9%,19%
O=C(OCC(=O)N1CCOCC1)c1ccccc1OCc1ccccc1Cl,24%,.,-5%,7%,.,-7%,.,.,.
CC(C)(C)c1ccc(C(=O)N2CCN(c3nc4ccccc4o3)CC2)cc1,32%[activator],-7%,-13%,?,19%,-1%,1%,2%,27%
C=CCn1c(=O)c2ccccc2n2c(SCC(=O)Nc3sc(C(=O)N(CC)CC)c(C)c3C(=O)OCC)nnc12,7%,-11%,12%,-3%,-4%[59 µM],-4%[60.1 µM],16%,-1%,-12%
COc1ccccc1N1CCN(S(=O)(=O)c2ccc3c(c2)NC(=O)C(C)C(=O)N3)CC1 (stereo unspecified),?,-20%,-9%,39%[activator],20%,-4%,0%,-2%,-29%
O=C(CCSCc1ccccc1Cl)NCc1cccs1,31%[activator],-19%,-4%,3%,25%[59 µM],-10%,3%,-5%,11%
COc1cc(NC(=O)Cn2nc(C(F)(F)F)c3c2CCCC3)cc(OC)c1OC,45%&6%[activator],-12%&-23%,-17%&-9%,-2%,1%[59 µM],3%&1%,0%&4%,-4%&-5%,3%&4%
COc1ccc(NC(=O)Cn2c(=O)n(Cc3ccco3)c(=O)c3ccccc32)cc1,13%,-16%,5%,-4%,7%[59 µM],-2%,2%,-2%,-1%
O=C(NNC(=O)c1cccnc1SCc1cccc([N+](=O)[O-])c1)c1ccc(F)cc1,11%,?,-15%,-1%,?,1%,2%,3%,-2%
C#CCOCCOCCOCCNc1nc(N2CCN(C(=O)[C@H]([C@@H](C)CC)n3cc([C@@H](N)CC(C)C)nn3)CC2)nc(N2CCN(C(=O)[C@H](CCCCN)n3cc([C@@H](N)CO)nn3)CC2)n1,-15%,-5%,-4%,4%,?,5%,79µM*,-6%,1%
Cc1ccccc1N=Cc1cc2c(cc1[N+](=O)[O-])OCO2,31%[activator],-2%,-15%,2%,45µM*,-11%,?,-8%,11%
COc1ccc(NC(=O)CSc2nc3c(c(=O)n2-c2ccc(F)cc2)SCC3)cc1,7%,-16%,-7%,0%,-16%[59 µM],12%,0%,-3%,-10%
Cc1cc(/C=N/NC(=O)C(=O)NCc2ccccn2)c(C)n1-c1cccc(Br)c1,-18%,?,-7%,-1%,50µM*,-6%,50µM*,-5%,-8%
Cc1cnc(-c2nnc(N(C)C(=O)c3cccnc3)s2)cn1,9%,-7%,5%,4%,3%,-7%,21%,1%,4%
Cc1c(Cl)c([N+](=O)[O-])nn1CCCC(=O)Nc1cccc(Cl)c1,10%,-3%,-19%,0%,-1%,-4%,-27%,-3%,3%
O=C(NC1CCCC1)C1CCC(=O)N1CCc1ccccc1 (stereo unspecified),3%,-10%,0%,1%,-32%[59 µM],-3%,5%,-16%,37%
Cn1cc([N+](=O)[O-])c(C(=O)Nc2ccc(C3CCCCC3)cc2)n1,6%,7.9µM*,-16%,2%,0%,-10%,-27%,0%,2%
Cc1ccc(/C=C(\C#N)C(=O)Nc2cccc(Cl)c2)o1,-7%,18%,.,.,-17%[59 µM],-7%,-4%,-5%,3%
COC(=O)c1ccc(COc2ccc(C(=O)c3ccccc3)cc2)o1,1%,?,-20%,-20%,115%[activator],-10%,14%,-8%,-3%
N#C/C(=C(/O)COC(=O)COc1cccc(Br)c1)c1nc2ccccc2[nH]1,-1%,-6%,-15%,-4%,-3%[12.7 µM],-7%,-16%,-14%,-15%
CNS(=O)(=O)c1cn(CC(=O)N2CCN(c3cccc(Cl)c3)CC2)cc1S(=O)(=O)NC,-2%,-17%,2%,.,0%[59 µM],4%,-16%,0%,12%
CCCN1C2CCCC1CC(NC(=S)Nc1cccc(C)c1C)C2 (stereo unspecified),-1%,2%,-4%,3%,42%[activator][12.7 µM],-12%,-34%,0%,?
CNC(=O)c1ccc(NC(=O)Cc2ccc(S(=O)(=O)N3CCOCC3)s2)cc1,-11%,.,-12%,4%,45µM*,-2%,-17%,.,.
Cc1ccc(-c2nc(CS(=O)CC(=O)N3CCN(c4ccc(Cl)cc4)CC3)c(C)o2)cc1 (stereo unspecified),-14%,?,-15%,.,?,2%[60.1 µM],-17%,-3%,-21%
COc1cccc(C(=O)Nc2nnc(-c3ccc(F)cc3)o2)c1,?,-15%,1%,4%,27%[12.7 µM],-3%,?,0%,-13%
CCN1CCN(c2cc(C)c3cc(NC(=O)c4ccc(C)c(C)c4)ccc3n2)CC1,-23%,-2%,-18%,-5%,22%[2.33 µM],3%,4%,-8%,7%
O=C(COc1ccc(Cl)cc1)OCC(=O)N1CCCC1,6%,-10%,-18%,-8%,-30%,-8%,4%,-3%,3%
CCOc1ccc(NC(=S)NN2CCN(C)CC2)cc1,12%,-10%,-4%,3%,-10%[59 µM],1%,3%,2%,3%
CN1CCN(S(=O)(=O)c2ccc(N3CCN(C(=O)c4ccccc4)CC3)nc2)CC1,18%,-4%,-7%,-4%,-18%,-6%,-11%,0%,23%
CCCN1CCN(CCCNC(=O)c2cc3c(=O)oc4ccc(C)cc4c3s2)CC1,-4%,-10%,-4%,1%,-1%,1%,-4%,15%,-14%
O=C(NNS(=O)(=O)c1ccc(Br)cc1)c1csnn1,13%,-9%,2%,-2%,50µM*,-14%,-6%,0%,2%
CCCn1nc(Oc2nc(NCC)nc(NC(C)C)n2)ccc1=O,28%,-8%,-13%,-1%,30%,-4%,-1%,-2%,1%

High-throughput results (PubChem)
